# MIN6 prolif: inducers of MIN6 beta-cell proliferation, primary screen, ATP luminescence, uHTS; hit rate 0.29% among 330,000; MIN6 cells proliferation, ATPlite luminescence, 48 h; cells starved in 0.2% serum; 100% = growth in 10% serum; proliferation, % at 10 µM; AID 2380, 2010;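 active = compounds whose signal lies at least 3.5 SD above the mean of all wells on their plate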;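 note: 0% = DMSO-treated cells in low-serum medium and 100% = 10% serum control; some compounds called inactive have numbers as strong as hits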
# NALP3 yeast inh: NALP3 inflammasome inhibitors in reconstituted yeast, primary screen, luminescence, uHTS | inhibition, % at 10 µM | hit rate 0.39% among 330,000 | AID 2825, 2010 | Yeast reconstituted NLRP3/ASC/caspase-1, beta-gal luminescence, 24 h;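 active = inhibition of 50% or more; inactive = inhibition below 50%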;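 note: plate controls were induced DMSO wells for no effect and uninduced yeast grown without galactose for full effect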
# hIAP block: human IAP inhibitors, primary screen, biochemical, luminescence, uHTS | inhibition, % at 10 µM | Intestinal-type alkaline phosphatase (Homo sapiens), P09923 | purified IAP, CDP-Star luminescence, 30 min | AID 2544, 2010 | hit rate 0.12% among 330,000;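 active = inhibition reaching a set limit with compound at 10 µM in the primary screen, cut at about 35% in these data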;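 note: plate controls were DMSO wells with enzyme for no effect and no-enzyme buffer wells for full effect; values of inactives mirror those of a sister screen read the other way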
# hIAP activ: human IAP activators, primary screen, biochemical, luminescence, uHTS; purified human IAP, CDP-Star luminescence, 30 min; stronger effect = higher value; 1 = vehicle-only enzyme, 0 = enzyme-free background; AID 2524, 2010; activation factor at 10 µM; Intestinal-type alkaline phosphatase (Homo sapiens), P09923; hit rate 0.16% among 330,000;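 active = activation factor of the enzyme at least 2-fold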; note: the source names both 10 and 20 µM as test concentration; values of inactives mirror those of a sister screen read the other way
# A3A deaminase: APOBEC3A ssDNA deaminase inhibitors, primary screen, selectivity assay for APOBEC3G inhibitor project, biochemical, FAM/TAMRA oligo cleavage fluorescence | recombinant A3A, FAM/TAMRA ssDNA deamination fluorescence | inhibition, % at 20 µM | AID 493011, 2011 | DNA dC->dU-editing enzyme APOBEC-3A (Homo sapiens), P31941 | hit rate 0.41% among 330,000;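 active = at least 40% inhibition at 20 µM here, with at most 30% in a related deaminase screen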;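 note: plate controls were A3A with DMSO for no effect and wells lacking A3A enzyme for full effect; some results filed as inactive read as strong as hits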
# Target sequence (P31941 whole entry, looked up): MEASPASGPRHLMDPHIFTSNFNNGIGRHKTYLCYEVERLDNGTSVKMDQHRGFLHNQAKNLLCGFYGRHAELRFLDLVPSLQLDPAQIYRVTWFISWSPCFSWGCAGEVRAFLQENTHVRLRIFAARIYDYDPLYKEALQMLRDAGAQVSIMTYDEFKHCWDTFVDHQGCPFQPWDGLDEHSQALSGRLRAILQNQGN
# APOBEC3G inh: APOBEC3G DNA deaminase inhibitors, primary screen, biochemical, fluorescence, single-stranded DNA substrate, uHTS. DNA dC->dU-editing enzyme APOBEC-3G (Homo sapiens), Q9HC16. hit rate 0.28% among 330,000. inhibition, % at 20 µM. recombinant A3G, ssDNA deamination FAM/TAMRA fluorescence;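 active = inhibition of at least 40% at 20 µM, with no more than 30% in the related APOBEC3A deaminase screen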;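 note: plate controls were DMSO wells with A3G for no effect and wells lacking A3G enzyme for full effect; some compounds called inactive have numbers as strong as hits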
# Target sequence (Q9HC16 whole entry, looked up): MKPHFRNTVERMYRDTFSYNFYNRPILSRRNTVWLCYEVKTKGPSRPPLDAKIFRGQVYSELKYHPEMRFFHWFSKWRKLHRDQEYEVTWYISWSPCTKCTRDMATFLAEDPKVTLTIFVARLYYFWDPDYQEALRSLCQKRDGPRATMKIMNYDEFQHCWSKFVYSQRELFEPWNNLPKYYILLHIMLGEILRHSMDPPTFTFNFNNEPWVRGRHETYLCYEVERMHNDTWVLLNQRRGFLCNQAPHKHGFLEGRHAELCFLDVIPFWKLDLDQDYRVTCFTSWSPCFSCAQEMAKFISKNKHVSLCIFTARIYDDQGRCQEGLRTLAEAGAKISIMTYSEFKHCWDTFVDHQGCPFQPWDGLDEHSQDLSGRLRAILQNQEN
# mIAP inh: inhibitors of mouse IAP, primary screen, biochemical, luminescence, uHTS. intestinal alkaline phosphatase [Mus musculus]. purified mouse IAP, CDP-Star luminescence, 30 min. inhibition, % at 10 µM. hit rate 0.2% among 330,000;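 active = inhibition of at least 40% at 10 µM in the primary screen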;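 note: plate controls were DMSO with enzyme for no effect and no enzyme wells for full effect; values of inactives mirror those of a sister screen read the other way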
# mIAP activ: activators of mouse IAP, primary screen, biochemical, luminescence, uHTS; intestinal alkaline phosphatase [Mus musculus]; muIAP, CDP-Star luminescence, 30 min; stronger effect = higher value; 1 = vehicle-only enzyme signal, 0 = enzyme-free wells; activation factor at 10 µM; hit rate 0.24% among 330,000;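 active = activation factor of at least 2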; note: the source names both 10 and 20 µM as test concentration; values of inactives mirror those of a sister screen read the other way
#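 System: Mouse IAP enzyme | Also added: CDP-Star substrate | Dosing: Compounds dispensed in DMSO | Schedule: 30 min enzyme-substrate-compound incubation at room temperature | Technique: Chemiluminescence readout | Control set: DMSO-only wells and no-enzyme negative control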
# SENP1 FRET inh: human SENP1 catalytic domain inhibitors, primary screen, biochemical, FRET, uHTS; Sentrin-specific protease 1 (Homo sapiens), Q9P0U3; recombinant SENP1 catalytic domain, CyPet-SUMO1-YPet FRET cleavage; inhibition, % at 10 µM; hit rate 0.21% among 360,000;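 active = inhibition at least 30% at 10 µM, raw YFP signal under a set limit, fluorescence ratio 0.5 to 1.5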;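 note: 0% = enzyme with DMSO and 100% = no enzyme wells; some results filed as inactive read as strong as hits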
# Target sequence (Q9P0U3 419-644 limits assumed): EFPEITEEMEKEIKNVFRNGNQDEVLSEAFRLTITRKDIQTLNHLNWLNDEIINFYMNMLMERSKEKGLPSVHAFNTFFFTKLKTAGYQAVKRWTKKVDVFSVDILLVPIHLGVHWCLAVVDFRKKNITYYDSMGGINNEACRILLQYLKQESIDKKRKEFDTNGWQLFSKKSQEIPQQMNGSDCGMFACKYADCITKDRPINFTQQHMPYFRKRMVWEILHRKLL
#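 Compound: 10 µM single point, 0.5% DMSO; Test system: hSENP1 catalytic domain, recombinant; Timing: 50 min reaction at room temperature; Technique: FRET, CFP and YFP emission; Control set: no-enzyme wells low, DMSO-plus-enzyme wells high control.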
# Starred values were filed as active, the others as inactive. Only part of the results is shown; rates above refer to the full screens.
# Below each SMILES: hIAP block	SENP1 FRET inh	mIAP inh	A3A deaminase	APOBEC3G inh	hIAP activ	MIN6 prolif	mIAP activ	NALP3 yeast inh
Cc1nonc1C(=O)N/N=C/c1ccc(O)c(O)c1
→ 10	3	42*	-2	-7	0.9	-3	0.58	5
N#Cc1ncc(-c2ccc3c(c2)OCCOCCOCCOCCO3)nc1C#N
→ -13	-1	-18	-1	-5	1.1	-5	1.2	-14
S=c1[nH]cc(-c2ccccc2)n1-c1ccccc1Cl
→ -15	1	-7	-4	-11	1.2	1	1.1	-7
O=C(CSc1nnc(CNC(=O)c2ccccc2)o1)Nc1ccc2c(c1)OCCO2
→ 18	2	4	-1	-6	0.82	0	0.95	8
COc1ccc(CNC(=O)c2onc(C)c2Cl)cc1
→ 24	0	-7	-2	-4	0.76	-2	1.1	1
Cc1ccc(-c2onc3ccc(Br)cc23)cc1
→ 6	1	-2	2	2	0.94	-1	1	7
Cc1ccc(SCc2nc(-c3cccnc3)no2)cc1
→ -19	-2	4	-2	-5	1.2	-1	0.96	29
Cc1ccc(C(=O)COC(=O)c2ccc3c(c2)C(=O)N(c2cccc4ncccc24)C3=O)cc1
→ -7	-1	-7	0	-3	1.1	-3	1.1	-6
CCCOc1ccc2oc(=O)c3c(c2c1)CCCN3C(=O)CN1CCN(c2ncccn2)CC1
→ -20	3	-1	-2	-4	1.2	0	1	23
CC(=O)Nc1ccc2nc(-c3cccn3C)[nH]c2c1
→ -8	-1	8	0	1	1.1	3	0.92	-8
CCOC(=O)C1=C(C)NC(=O)NC1c1ccccc1OCc1c(F)cccc1Cl (configuration not stated)
→ -8	-1	8	-4	-4	1.1	0	0.92	2
S=C1NCCc2ccccc2C1c1ccccc1Cl (configuration not stated)
→ -6	0	3	-4	-5	1.1	5.3*	0.97	-14
CC(=O)Nc1ccc(S(=O)(=O)NCCC(=O)OCc2nnc(-c3ccccc3)o2)cc1
→ -4	-4	3	-1	-8	1	6	0.97	10
O=C(NCc1ccc(Cl)c(Cl)c1)c1ccc2c(c1)OCO2
→ -20	4	-2	0	1	1.2	-5	1	19
Cc1ccc(-n2c(SCC(=O)N3Cc4ccccc4CC3C(=O)O)nnc2-c2cccnc2)c(C)c1 (configuration not stated)
→ 4	-1	4	0	-7	0.96	1	0.96	10
CCC(C)C(NC(=O)C(C)NC(=O)CNC(=O)OC(C)(C)C)C(N)=O (configuration not stated)
→ -8	-1	-2	-2	-7	1.1	-2	1	2
O=C(CCN1C(=O)c2ccccc2C1=O)NCc1ccco1
→ 9	2	5	6	0	0.91	-2	0.95	8
CNC(=S)N(CCO)Cc1cc2cc3c(cc2[nH]c1=O)OCCO3
→ 1	1	-5	2	3	0.99	-3	1.1	-1
CC(=O)c1ccc2c3c(cccc13)C(=O)N(CCc1ccccc1)C2=O
→ -27	23	3	8	0	1.3	-2	0.97	13
COc1ccc(S(=O)(=O)N2CCC(C(=O)Nc3ccc(S(=O)(=O)N4CCCC4)cc3)CC2)cc1OC
→ -12	1	-18	2	-5	1.1	-1	1.2	-2
CCn1c(SCC(=O)NC(=O)Nc2ccc3c(c2)OCCO3)nnc1-c1cccs1
→ -4	2	-19	-2	-14	1	0	1.2	19
CCCCc1nc2cc(C(=O)NCc3nccn3CC)ccc2o1
→ -12	-1	5	-2	-3	1.1	0	0.95	0
O=C(CSc1nnc2ncccn12)Nc1cccc2ccccc12
→ 2	-1	-4	-1	-2	0.98	0	1	12
O=C(CCSCc1ccc(Cl)cc1)NCc1ccco1
→ -15	0	-25	-9	-3	1.1	-3	1.2	22
O=C(Cc1ccc([N+](=O)[O-])cc1)N1CCc2ccccc2C1
→ 17	0	6	-3	-9	0.83	1	0.94	25
Cc1ccc(NS(=O)(=O)c2cc(C(=O)N(C)C)ccc2C)cc1C
→ -9	0	-1	1	0	1.1	3	1	15
CC(C)(C)[C@@H]1C=C(C(N)=O)O[C@H](OCc2ccc(CO)cc2)C1
→ 10	-1	13	-2	-9	0.9	0	0.87	-1
Cc1cccc(NC(=S)NNC(=O)c2ccc(Br)o2)c1
→ -42	1	12	-4	-3	1.4	-1	0.88	25
O=C(CSc1nnc2ccccn12)NCCc1ccc(F)cc1
→ 6	1	1	3	-12	0.94	0	0.99	-1
CCOC(=O)C1(C)NC(c2cccs2)C2C(=O)N(c3ccc(OC)cc3)C(=O)C21 (configuration not stated)
→ 14	0	10	-3	-8	0.86	0	0.9	6
COc1cc(NC(=O)CSc2nccc(C)n2)c(C(=O)O)cc1OC
→ 10	-1	9	-3	-4	0.9	-1	0.91	13
COC(=O)c1cccc(-n2nnnc2SCC(=O)Nc2cc(C)on2)c1
→ -8	1	1	-4	-6	1.1	-3	0.99	17
CC(=O)c1cccc(NC(=O)CN2C(=O)NC(C)(c3ccc4c(c3)OCCCO4)C2=O)c1 (configuration not stated)
→ 6	-2	-16	-2	-11	0.94	1	1.2	1
N#CCCN(C(=O)CSc1nc2ccccc2c(=O)[nH]1)c1ccc(F)cc1
→ -12	1	-3	-5	-7	1.1	0	1	3
NCCCC[C@H]1CNC(=O)C(=O)N1CCc1cc(C(F)(F)F)cc(C(F)(F)F)c1
→ 0	-3	2	0	5	0.99	-2	0.98	17
CCc1noc(C)c1C(=O)N(CCOC)c1c(N)n(CC(C)C)c(=O)[nH]c1=O
→ -1	-6	5	43*	6	1	5	0.95	-2
CC(=O)NCCCCCCNC(C)=O
→ 0	2	-7	1	-4	1	-6	1.1	-5
CCOC(=O)C1=NN(c2ccccc2)C2C(=O)N(c3ccccc3OC)C(=O)C12 (configuration not stated)
→ -28	-10	-4	5	6	1.3	-2	1	-7
CNC(=O)NC(=O)C(c1ccccc1)N(C)CC1COc2ccccc2O1 (configuration not stated)
→ -13	-3	-5	1	-3	1.1	-1	1	22
COc1ccc(C2=Nn3c(nnc3-c3ccccc3Cl)SC2)cc1OCC1CC1
→ 6	-1	16	1	-2	0.94	-6	0.84	28
CC(=Nc1ccc(C)cc1)c1sc2ccccc2c1O
→ -3	-22	7	2	0	1	-4	0.93	30
CC1(C)CC(=O)C(Sc2nnc(-c3ccc(NS(C)(=O)=O)cc3)n2Cc2ccco2)C(=O)C1
→ 3	2	-2	1	-3	0.97	-3	1	20
Nc1nc(F)nc2c1ncn2[C@@H]1O[C@H](CO)[C@@H](O)[C@@H]1O
→ 9	-1	-5	0	-7	0.91	0	1.1	16
COc1ccc(/C=N/NC(=O)c2ccc3c(c2)OCO3)cc1
→ 0	3	4	-3	-8	1	4	0.95	20
CN(C)/C=C/C(=O)c1ccc([N+](=O)[O-])c(CS(=O)(=O)c2ccccc2)c1
→ 4	2	1	-5	-2	0.96	3	0.99	14
O=C(CSc1ccccc1)N1CCN(S(=O)(=O)c2ccccc2)CC1
→ -29	1	-10	0	-6	1.3	-2	1.1	6
O=C1/C(=C/c2ccccc2)Nc2ccccc21
→ -16	-4	-6	-3	-1	1.2	-2	1.1	-5
COc1cccc(OC)c1C(=O)N1CC(C)OC(C)C1 (configuration not stated)
→ -5	1	-4	-4	-4	1.1	-4	1	11
Cc1cc(C)nc(NC(=NCc2ccc3c(c2)OCO3)NC(=O)Nc2ccccc2)n1
→ 5	-1	1	0	-8	0.95	-2	0.99	-5
Cc1cc(NC(=O)CN2CCC(C)CC2)no1
→ 1	2	-12	0	-6	0.99	-1	1.1	16
Cc1cc(C)c(OCC(=O)OCC(=O)NCC2CCCCC2)c(C)c1
→ 18	0	-4	0	-10	0.82	0	1	23
Cc1ccc(N(CC(=O)NC2CCCCC2)C(=O)c2ccc(C)s2)cc1
→ 13	2	-10	-5	-4	0.87	-4	1.1	-3
Oc1ccc(Nc2ccnc3cc(Cl)ccc23)cc1
→ 13	1	-6	-3	11	0.87	-4	1.1	11
O=C1c2cccnc2Oc2ccc(Cl)cc2N1Cc1ccc(F)cc1
→ 1	1	10	-2	-6	0.99	-3	0.9	-12
O=S1(=O)C=CC(N2CCOCC2)C1 (configuration not stated)
→ 2	-4	1	0	-8	0.98	-2	0.99	10
Cc1nc2ccc(S(=O)(=O)N(C)CC(=O)NC(C)c3ccccc3)cc2s1 (configuration not stated)
→ -7	1	-2	-3	-2	1.1	-2	1	10
Cc1cc(C)c(C(=O)/C=C/c2ccc(C(C)C)cc2)c(=O)[nH]1
→ -12	0	8	0	-4	1.1	-4	0.92	24
CN(C)S(=O)(=O)c1ccc(C(=O)NCCSc2ccc(Br)cc2)cc1
→ 1	1	3	6	-8	0.99	-3	0.97	6
O=C(Cc1ccccc1)NCCS(=O)(=O)N1CCN(c2cccc(Cl)c2)CC1
→ -10	0	-14	2	17	1.1	-3	1.1	24
COc1ccc(N=C2NC(=O)/C(=C/C=C/c3ccccc3)S2)cc1
→ 18	2	4	-6	-7	0.82	-3	0.96	16

# Following part.
# Below each SMILES: hIAP block	SENP1 FRET inh	mIAP inh	A3A deaminase	APOBEC3G inh	hIAP activ	MIN6 prolif	mIAP activ	NALP3 yeast inh
CCCCN(C(=O)c1ccc(N2CCCC2=O)cc1)c1c(N)n(CCCC)c(=O)[nH]c1=O
→ -6	1	0	0	-10	1.1	1	1	16
Cc1ccccc1C(=O)NNC(=O)c1ccc(Br)cc1
→ -9	2	2	-4	-8	1.1	-3	0.97	21
COc1cccc2c1OC1(C)CC2NC(=O)N1c1cccc(C(=O)N2CCN(c3ccccn3)CC2)c1 (configuration not stated)
→ 2	2	-1	4	5	0.97	-1	1	12
Cc1ccc([C@@H]2[C@@H]3C(=O)N(c4ccccc4)C(=O)[C@@H]3[C@]3(Cc4ccccc4)C(=O)N(CC4CC4)CC(=O)N23)o1
→ 4	-4	-9	-1	-8	0.96	-6	1.1	24
CCOc1cc(CNCCCN2CCOCC2)ccc1OCC(=O)Nc1cccc2ccccc12
→ 0	1	2	-1	-5	0.99	-6	0.98	-7
COc1ccc(S(=O)(=O)N2CCOCC2)cc1NC(=O)COc1ccc(C(C)=O)cc1OC
→ 3	-4	-11	-1	-9	0.97	1	1.1	2
CSC1=NC(C)(C)C=C(/C=C/c2ccc(Cl)cc2Cl)N1
→ 18	-13	-8	0	0	0.82	-6	1.1	13
Clc1cccc(Cl)c1Cn1cnc2c(N3CCCCCC3)ncnc21
→ -9	2	-6	-2	-11	1.1	-4	1.1	7
CCN(CC)S(=O)(=O)c1ccc2c(c1)nc(-c1ccccn1)n2C
→ -9	-2	3	17	-4	1.1	-1	0.97	16
CC(C)NC(=O)C1COc2ccccc2O1 (configuration not stated)
→ -7	3	7	-5	-9	1.1	-2	0.93	-6
